Compound activity (PubChem BioAssay)
Wnt act – activators of Wnt/beta-catenin signaling | Wnt/beta-catenin reporter cell assay, activator, plate reader | activation, % at 9.35 µM | 300,000 compounds, 1.2% hits; in the data active = activation above about 30%, passing the limit was not always enough;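 also: 0% = neutral control wells and 100% = positive control wells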
PvdQ inh – blocks Pseudomonas aeruginosa PvdQ acylase activity | 340,000 compounds, 0.063% hits | inhibition, % at 10 µM | purified PvdQ acylase, fluorescence plate reader | AID 488965; in the data active = inhibition above about 30%, passing the limit was not always enough;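 also: 0% = vehicle neutral wells and 100% = reference inhibitor wells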
Rtt109 Vps75 – C. albicans Rtt109 histone acetyltransferase inhibition; 330,000 compounds, 0.16% hits; inhibition, % at 34.9 µM; AID 540336; purified Rtt109/Vps75, ThioGlo CoA-SH fluorescence, 4 h;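 active = inhibition of at least 50% in every replicate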
Target sequence (Q5AAJ8 whole entry, looked up): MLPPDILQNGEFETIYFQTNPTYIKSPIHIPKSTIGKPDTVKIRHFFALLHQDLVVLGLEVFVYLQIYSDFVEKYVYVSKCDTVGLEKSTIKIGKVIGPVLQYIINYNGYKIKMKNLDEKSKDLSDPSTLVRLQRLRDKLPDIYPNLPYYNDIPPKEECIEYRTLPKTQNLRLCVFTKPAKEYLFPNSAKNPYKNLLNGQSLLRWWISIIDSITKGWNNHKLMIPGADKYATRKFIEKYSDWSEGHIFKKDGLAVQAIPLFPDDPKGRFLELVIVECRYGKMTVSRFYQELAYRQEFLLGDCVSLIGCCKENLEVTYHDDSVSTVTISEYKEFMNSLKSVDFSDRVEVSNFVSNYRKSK
Ecoli viability – reduces bacterial viability in AddAB counter-screen; 330,000 compounds, 0.27% hits; AID 449728; E. coli V3065 growth, OD600 absorbance, 18 h; inhibition, % at 11.9 µM;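 active = inhibition above the campaign's mean inhibition across all tested compounds plus 3 SD, cut at about 9.9% in these data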;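 also: uninfected addAB+ strain grown without phage in ampicillin broth; 0% = DMSO wells and 100% = ciprofloxacin 0.95 µg/ml wells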
CAL PDZ inh – human CAL PDZ-peptide interaction inhibition; AID 504414; 330,000 compounds, 0.02% hits; inhibition, % at 20 µM; purified CAL PDZ, TMR-peptide fluorescence polarization, 1 h;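 active = highest replicate inhibition of at least 40%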;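 also: plate controls were DMSO neutral control wells for no effect and unlabeled competitor peptide control wells for full effect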
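System: purified tagged CAL PDZ domain construct (CerCALP). Schedule: 1 h incubation at room temperature before polarization reading. Medium: 25 mM sodium phosphate pH 7.4, 150 mM NaCl, TCEP, IgG, Thesit. Read-out: percent inhibition from loss of millipolarization. Measured by: FP readout, S and P plane fluorescence. Probe or stimulus: fluorescent TMR peptide probe.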
Tat transport – E. coli Tat transport inhibition. AID 488895. 340,000 compounds, 0.036% hits. E. coli MC4100 TorA-mCherry Tat export, fluorescence. inhibition, % at 10 µM;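 active = mean replicate inhibition at least 50% and at least half of replicates individually reaching 50%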;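 also: exported cargo escapes ClpAP degradation while cytoplasmic cargo is degraded and loses fluorescence; 0% = median of neutral control wells and 100% = median of NaSCN control wells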
DAGLB inh – diacylglycerol lipase beta (human) inhibition; HEK293T DAGLB membrane lysate, EnzChek fluorogenic substrate; inhibition, % at 5.17 µM; 340,000 compounds, 0.059% hits; Q8NCG7; AID 504411; in the data active = inhibition above about 34%;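 also: 0% = enzyme with vehicle and 100% = wells lacking enzyme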
Target sequence (Q8NCG7 whole entry, looked up): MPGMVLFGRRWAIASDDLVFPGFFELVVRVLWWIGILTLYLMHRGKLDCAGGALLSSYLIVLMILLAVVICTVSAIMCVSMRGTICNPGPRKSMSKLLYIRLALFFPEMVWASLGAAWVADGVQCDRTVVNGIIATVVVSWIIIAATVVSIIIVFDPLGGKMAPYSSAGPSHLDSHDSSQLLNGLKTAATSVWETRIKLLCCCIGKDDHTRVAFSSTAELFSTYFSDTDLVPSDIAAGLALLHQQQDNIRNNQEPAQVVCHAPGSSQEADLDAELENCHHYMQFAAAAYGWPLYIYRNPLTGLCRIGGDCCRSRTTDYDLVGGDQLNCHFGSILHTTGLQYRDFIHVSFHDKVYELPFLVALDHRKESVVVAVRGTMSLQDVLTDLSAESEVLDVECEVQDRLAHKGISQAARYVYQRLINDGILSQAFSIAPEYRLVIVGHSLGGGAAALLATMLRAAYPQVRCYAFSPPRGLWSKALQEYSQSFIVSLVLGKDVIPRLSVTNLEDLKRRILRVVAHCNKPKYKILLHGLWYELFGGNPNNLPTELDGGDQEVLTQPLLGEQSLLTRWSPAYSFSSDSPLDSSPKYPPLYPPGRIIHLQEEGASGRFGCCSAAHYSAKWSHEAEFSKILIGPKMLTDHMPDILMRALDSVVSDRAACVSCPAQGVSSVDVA
PfHsp90 yeast 2 – growth inhibition of yeast expressing Plasmodium Hsp90; S. cerevisiae expressing PfHsp90, BacTiter-Glo ATP, 48 h; yeast lacking PDR1 and PDR3 efflux regulators; inhibition, % at 9.4 µM; 310,000 compounds, 0.32% hits; AID 504621;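 active = every replicate shows inhibition above about 80%, whatever the replicate mean, limit read from the data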;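 also: 0% = DMSO neutral controls and 100% = 20 µM radicicol positive controls; yeast relying on Plasmodium falciparum Hsp90 in place of its own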
phage Ecoli inh – E. coli growth loss with phage present; inhibition, % at 11.9 µM; AID 651602; 360,000 compounds, 0.26% hits; growth absorbance; in the data active = inhibition above about 11%
AddAB inh – less growth of phage-infected E. coli with AddAB; E. coli expressing H. pylori AddAB, absorbance growth; inhibition, % at 11.9 µM; 330,000 compounds, 0.29% hits; in the data active = inhibition above about 12%;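 also: 0% = vehicle wells of infected cells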
Numbers without * were called inactive; · = no result given.

SMILES	Wnt act	PvdQ inh	Rtt109 Vps75	Ecoli viability	CAL PDZ inh	Tat transport	DAGLB inh	PfHsp90 yeast 2	phage Ecoli inh	AddAB inh
CCOC(=O)N1C2c3ccccc3C(c3ccccc32)N1C(=O)OCC	-2	-6	-8	·	-0.5	4	-1	5	5.2	·
CCOCCOc1cccc(C(=O)NC(c2ccccc2)c2ccccc2)c1	-1	-13	2	-2.8	0.0	-7	-2	9	1.8	-0.1
COC(=O)c1ccccc1NC(=O)c1cnc2sccn2c1=O	·	-8	2	-0.4	-1.1	7	-3	-32	0.5	0.1
CCOC(=O)c1c(-c2cccs2)csc1NC(=O)C(C)(C)C	-5	-12	1	-1.3	0.1	5	-9	-68	4.8	0.6
CCCCNC(=O)c1onc(CSc2cccc(OC)c2)c1C(=O)NCCCC	-2	-2	24	1.6	0.7	10	-15	4	3.9	0.2
COc1ccc(/C=C(\C#N)C(=O)OCC(=O)NC(=O)NCCC(C)C)cc1	2	-13	1	0.0	-0.7	3	3	-39	-1.9	2.2
COc1ccc(CCNC(=O)CSc2nnc(NC(C)=O)s2)cc1OC	14	5	-1	-0.9	-2.7	-5	1	-19	0.7	4.0
COc1ccccc1CNC(=O)C1CCC(=O)N1C(C)C (stereo unspecified)	-1	-3	3	-0.5	0.6	-1	-1	-16	3.4	2.0
COc1ccc(N/C=C2\CCc3ccccc3C2=O)cc1	-1	-2	3	0.2	-0.2	15	-4	4	0.4	-3.6
CN(C)CCCNC(=S)Nc1ccc(-c2ccccc2)cc1	-21	-11	4	-3.6	-1.9	-5	1	24	-0.5	-1.2
Cc1ccc(Nc2nc(N)nc(CSc3nc4ccccc4s3)n2)cc1	·	17	-5	-0.9	-2.3	14	0	3	1.4	2.3
Cc1onc(-c2ccccc2)c1C(=O)Nc1cccc(OC(C)C)c1	-5	-11	6	2.3	-2.1	0	-5	-3	1.4	-2.2
CCN1c2ccccc2NC2C1C(C(C)=O)C(=O)N2c1ccc(Cl)cc1 (stereo unspecified)	-1	2	-1	-2.7	-2.4	7	3	-5	1.8	-0.1
CCC1(c2ccccc2)NC(=O)N(CC(=O)N2CCN(S(=O)(=O)c3ccccc3)CC2)C1=O (stereo unspecified)	-2	-6	-6	0.8	-4.0	-3	4	-41	2.7	2.1
COc1cc2nc(C3CC3)n(NC(=O)c3ccc(Cl)cc3)c(=O)c2cc1OC	·	-1	-6	-0.2	-4.4	11	-4	·	4.2	1.9
CCN(C(=O)CN1CCCCCC1)c1c(N)n(Cc2ccccc2)c(=O)[nH]c1=O	-3	5	13	1.3	0.7	3	-3	18	3.8	-0.7
O=C(NCCO)C1(c2ccc(Cl)cc2)CCCC1	·	-15	-8	-1.1	-1.3	4	-3	-5	2.5	0.7
COc1ccc(CC(=O)N2CC(C)CC(C)C2)cc1 (stereo unspecified)	-1	5	5	0.2	-0.4	-3	0	-65	2.5	-0.4
COc1ccccc1-c1cn[nH]c1-c1ccc(OCc2ccccc2)cc1O	-9	-5	0	5.6	-2.2	11	-6	-11	5.4	8.3
CCOC(=O)Cc1csc(NC(=O)c2ccc(N3CCOCC3)cc2[N+](=O)[O-])n1	-2	-14	-12	-3.4	-5.2	-7	5	-23	4.0	-1.6
Cc1ccc2cc(CCNC(=O)c3ccco3)c(=O)[nH]c2c1	·	-14	9	0.7	-1.9	-9	1	20	0.9	1.3
CC(C)(C)NC(=O)c1ccc(Sc2ccccc2)c([N+](=O)[O-])c1	·	-4	18	1.1	-1.2	1	-4	54	-0.4	2.2
O=C1/C(=C/c2cccnc2)SC(=S)N1N1CCOCC1	-3	-14	6	3.1	-1.6	5	0	-14	1.9	1.9
Fc1ccc(C2C3=C(Nc4ncnn42)c2ccccc2OC3c2ccncc2)cc1 (stereo unspecified)	-9	1	-22	-1.4	-1.6	6	2	-22	1.6	-1.0
Cc1cccc(CN2CCN(C(=O)CCc3nnc(C4CCCCC4)o3)CC2)c1	0	-7	-1	-1.3	-1.4	-4	1	26	2.4	1.0

Only PvdQ inh and CAL PDZ inh (three entries from above):
canonical_smiles	PvdQ inh	CAL PDZ inh
CCOC(=O)N1C2c3ccccc3C(c3ccccc32)N1C(=O)OCC	-6	-0.5
CCOCCOc1cccc(C(=O)NC(c2ccccc2)c2ccccc2)c1	-13	0.0
COC(=O)c1ccccc1NC(=O)c1cnc2sccn2c1=O	-8	-1.1

Remaining list, next part
SMILES	Wnt act	PvdQ inh	Rtt109 Vps75	Ecoli viability	CAL PDZ inh	Tat transport	DAGLB inh	PfHsp90 yeast 2	phage Ecoli inh	AddAB inh
CN(C)C(=O)CN1C(=O)NC(c2ccccc2)(c2ccccc2)C1=O	0	-9	-6	-1.9	-0.3	-3	1	11	0.2	2.5
O=C(NCC(=O)N(c1cccnc1)C(C(=O)NC1CCCC1)c1cccs1)c1ccco1 (stereo unspecified)	0	-13	3	0.8	0.3	0	0	7	1.7	1.2
O=C(NCc1cccnc1)Nc1ccc(Cl)cc1Cl	3	2	-3	1.1	-1.2	-11	-3	12	3.1	1.0
O=C(c1cccs1)N(Cc1cc2ccccc2[nH]c1=O)c1ccccc1	·	-15	-1	-0.5	-0.2	-1	-2	-19	1.1	1.9
CC1=C(C(=O)Nc2ccccc2)C(c2ccc(C)o2)n2c(s/c(=C/c3ccccc3)c2=O)=N1 (stereo unspecified)	·	-16	0	-0.4	-1.2	4	-1	-9	1.2	-1.1
Cc1ccc(S(=O)(=O)NCCC(=O)Nc2nnc(C3CC3)s2)cc1C	·	-15	-1	-1.3	·	-4	-1	32	4.0	0.4
COc1ccc(NC(=O)c2ccc(S(=O)(=O)N3CCCCC3)cc2)c(OC)c1	-1	-5	-8	-1.8	-0.7	-1	-1	-16	-0.5	1.4
COc1ccc(/C=N/N=C2/SCC(=O)N2Cc2ccccc2)cc1	56*	7	·	-0.7	0.6	1	-2	0	0.8	0.5
COc1cc(/C=N/O)ccc1OCc1ccccc1Cl	15	-7	0	-1.3	-3.5	-1	-1	1	5.2	3.5
CCn1c(C)cc(/C=C2\NC(=O)N(CC(=O)Nc3ccc(F)cc3)C2=O)c1C	-2	-17	-21	2.5	-1.6	-7	0	10	2.0	-0.4
Cc1ccc(C(=O)NCC(=O)N2CCC(Cc3ccccc3)CC2)cc1	0	-14	1	1.0	-0.1	0	-4	4	4.1	0.9
Oc1ccc2ccccc2c1C=Nc1cc(C(F)(F)F)ccc1N1CCCC1	·	-12	-7	0.2	0.2	-2	-1	-29	2.0	-2.4
CCCCn1c(N)c(N(CC(C)C)C(=O)CN(C)S(=O)(=O)c2ccc(C)cc2)c(=O)[nH]c1=O	2	5	18	-1.8	-0.7	2	4	·	0.1	-2.4
Cc1cccc(C2CC(c3ccc(Br)cc3)Nc3nc(N)nn32)c1 (stereo unspecified)	-3	-5	12	-0.7	0.5	6	4	-37	3.0	3.0
CC(NC(=O)COC(=O)c1ccccc1F)C1CC2CCC1C2 (stereo unspecified)	-4	-3	-1	0.8	-1.5	-4	-1	0	-0.5	-0.2
COc1ccc(-c2nc(CSCC(=O)NC3CCCc4ccccc43)c(C)o2)cc1 (stereo unspecified)	-1	-16	-2	0.2	-0.7	5	1	24	2.3	4.1
CCN(CC(=O)NCc1ccncc1)S(=O)(=O)c1ccc(OC)cc1	-2	-14	10	-0.9	0.6	-1	1	-43	-0.4	1.1
CCOc1nc(CC(C)C)c2c(c1C#N)CC(C)(C)OC2	4	4	34	-2.1	-2.9	-2	-12	3	0.0	-0.6
COc1ccccc1N(C)S(=O)(=O)c1ccc(C(=O)NNC(=O)c2ccccc2O)cc1	-1	-14	·	·	0.0	-8	7	-14	6.1	·
COc1ccc(NC(=O)CC(C)C)c([N+](=O)[O-])c1	-2	-4	4	1.9	-0.8	9	5	11	3.6	2.0
O=C(Nc1ccc(O)cc1)c1ccc(NC(=O)c2cccs2)cc1	23	1	-1	3.8	0.4	-3	0	-24	3.9	4.6
CSc1cccc(NS(=O)(=O)c2cn(C)cn2)c1	-3	3	30	0.3	-0.3	-7	-2	-60	0.0	5.0
O=C(Nc1ccc(S(=O)(=O)N2CCCC2)cc1)C1CC(=O)N(CCc2ccc(F)cc2)C1 (stereo unspecified)	0	-15	-10	3.2	-0.2	2	0	6	1.5	1.1
CN1CCN(Cc2nc(-c3cccs3)no2)CC1c1ccccc1 (stereo unspecified)	-6	-20	·	0.0	-4.1	10	1	17	3.6	5.0
CCOc1cc(/C=C(/NC(C)=O)C(=O)O)cc(Cl)c1OCc1ccc(Br)cc1	1	-9	3	-1.5	-1.4	4	2	16	-0.6	0.3
Carrying on.
SMILES	Wnt act	PvdQ inh	Rtt109 Vps75	Ecoli viability	CAL PDZ inh	Tat transport	DAGLB inh	PfHsp90 yeast 2	phage Ecoli inh	AddAB inh
CCCN1CCC(=O)N([C@H](COc2ccccc2)c2ccccc2)CC1	2	-5	-1	1.4	0.2	-9	2	2	1.4	1.9
Cc1nn(CC(=O)NC(=O)NC2CCCCC2C)c(=O)c(C#N)c1C (stereo unspecified)	-2	-4	·	1.1	-1.2	-14	-1	7	2.5	0.5
Cc1ccc(C(=O)Nc2ccc(CN3CCCCC3)cc2)c(C)c1	-2	-25	-5	-0.2	-1.4	1	0	21	6.4	3.8
CN1CCN(CCC(=O)Nc2ccccc2Cl)CC1	-1	-4	-1	0.5	-0.1	-4	-1	6	0.8	4.1
COCCCn1c(=O)cc(C)[nH]c1=S	-1	8	5	0.8	-0.3	-8	-1	6	0.9	0.9
COc1ccc(O)c(/C=N/c2nc3ccccc3n2C)c1	0	-15	2	-0.1	-3.1	20	1	5	3.5	1.1
CNC(=O)c1sccc1-n1cccc1	5	5	13	-3.7	-1.3	1	4	18	2.0	0.6
N#Cc1nc(Cc2ccccc2)oc1NCc1cccnc1	·	-5	7	3.4	-1.0	7	0	-7	2.2	2.7
CCOc1ccc(/C=N/NC(=O)CN2CCCCC2)cc1OCC	-2	-13	5	-2.8	0.2	-8	-1	15	1.3	4.0
CC(C)(C)C(=O)OCc1nc(-c2ccc(C(F)(F)F)cc2)cs1	3	8	-2	-1.1	-0.3	-4	-14	18	4.9	1.5
Cc1nc(NC(=O)COc2ccc(Cl)cc2)sc1C(=O)N(C)C	0	·	·	-2.8	·	·	·	·	2.0	0.4
Cc1cc2cc3c(N)[nH]nc3nc2cc1C	·	-7	-3	-0.9	0.1	-6	1	-6	3.0	1.0
Cc1cccc(NC(=O)c2nc[nH]c2C(=O)N2CCN(c3ccccc3)CC2)c1	-1	-15	-1	-1.0	-1.5	-2	1	3	-0.8	0.4
COc1ccccc1CNC(=O)COC(=O)/C=C/c1ccc2ccccc2n1	9	-5	-3	-1.3	-0.2	-8	0	0	1.5	-0.8
COC(=O)c1ccc2c(=O)n(Cc3ccc4c(c3)OCO4)c(SCC(=O)N3CCCC3)nc2c1	1	·	·	-0.7	·	·	·	·	2.8	0.4
CC1=C(C(=O)OC2CCCCC2)C(c2ccco2)n2ncnc2N1 (stereo unspecified)	-2	-19	-8	-1.2	-0.2	0	2	3	2.3	3.5
CC(=O)N=c1sc2cc(C)ccc2n1C	·	1	4	3.4	0.1	-4	1	-2	2.1	1.6

Two compounds picked at random from those above:
SMILES	Wnt act	PvdQ inh	Rtt109 Vps75	Ecoli viability	CAL PDZ inh	Tat transport	DAGLB inh	PfHsp90 yeast 2	phage Ecoli inh	AddAB inh
CN(C)C(=O)CN1C(=O)NC(c2ccccc2)(c2ccccc2)C1=O	0	-9	-6	-1.9	-0.3	-3	1	11	0.2	2.5
CC(=O)N=c1sc2cc(C)ccc2n1C	·	1	4	3.4	0.1	-4	1	-2	2.1	1.6
